# Assay outcomes: PubChem BioAssay, NCI
# All columns: NCI-60 one-dose screen, growth in % after 48 h at 10 µM unless noted; 100 = growth as untreated, 0 = no growth, -100 = all killed.
# HT29 = HT29 colon cancer; AID 1794748; 81,000 tested, 7.4% active
# HCT-15 = HCT-15 colon cancer | 82,000 tested, 5.2% active
# SW-620 = SW-620 colon cancer; 82,000 tested, 5.2% active; AID 1794795
# COLO 205 = COLO 205 colon cancer | 79,000 tested, 7.3% active
# SNB-75 = SNB-75 CNS cancer. 79,000 tested, 5% active
# NCI-H322M = NCI-H322M lung cancer; 80,000 tested, 2.7% active; AID 1794733
# HCC-2998 = HCC-2998 colon cancer; 79,000 tested, 4.7% active; AID 1794799
# KM12 = KM12 colon cancer cells; 82,000 tested, 5% active; AID 1794800
# HCT-116 = HCT-116 colon cancer. 82,000 tested, 7.3% active
# Starred values were filed as active, the others as inactive; . = no result given; & = joins results of further samples; [ ] = another dose, or the depositor's remark. How the source made its calls: active means growth percent below 10; inactive means the rest. Hits appear at their usual frequency (roughly 12% active in at least one column).
SMILES,HT29,HCT-15,SW-620,COLO 205,SNB-75,NCI-H322M,HCC-2998,KM12,HCT-116
CC(=O)OCC1OC(n2cc(C)c(=O)[nH]c2=O)CC1OC(C)=O (configuration not stated),91,100,101,126,81,92,98,113,96
O=C(c1ccncc1)N1N=C(c2ccc(F)cc2)C[C@H]1c1cn(-c2ccccc2)nc1-c1ccccc1,82,78,95,91,61,92,95,89,19
COc1cc2ncn3c(=O)c4c5c(sc4nc3c2cc1OC)CCCC5,92,100,90,106,85,97,102,97,96
CCOC(=O)CC[C@H](NC(=O)c1ccc(NC(=O)Cn2cnc3c(c(C)nn3-c3ccccc3)c2=O)cc1)C(=O)OCC,108,101,.,113,74,94,98,101,107
O=C1NC(=O)/C(=C\c2ccc3c(c2)OCO3)S1,94,100,110,104,96,.,108,93,76
Clc1ccc(Cn2cc(CSc3nc4ccccc4s3)nn2)cc1Cl,100,107,99,106,77,95,107,101,97
Cc1ccc2c(ccc(CC(=S)[S-])[n+]2C)c1,99,112,94,102,85,108,111,96,96
O=c1[nH]c2cc(Cl)ccc2nc1/C=C(O)/C=C/c1ccccc1,104,98,101,109,82,103,116,102,103
CN(C)c1ccc(/C=C/C(=O)c2ccc(NC(N)=O)cc2)cc1,95,85,.,112,67,97,105,99,75
COc1cc2cc(Oc3ccc(NC(=O)c4cccc(C(F)(F)F)c4)cc3)c(C)nc2cc1OCCN(C)C,27,-8.7*,79,96,.,104,80,77,61
C(=C\c1n(Cc2ccc3ccccc3c2)c(-c2ccccc2)c(-c2ccccc2)[n+]1Cc1ccc2ccccc2c1)/c1ccccc1,-63*,-81*,-87*,-70*,-100*,-5.9*,-91*,-83*,-81*
Cc1noc2c(Cc3ccccc3)nn(CC(=O)N/N=C/c3ccc(Cl)cc3)c(=O)c12,66,86,52,52,-3.5*,96,80,73,26
CC(=O)c1ccc2[nH]c3ccccc3c2c1,101,110,104,124,88,107,96,107,93
CN(C)c1ccc(-c2nnc(Cn3c(Cc4cccc5ccccc45)nc4ccccc43)o2)cc1,109,97,101,101,93,78,101,94,95
S=C1c2ccccc2-c2ccccc21,102,100,96,102,91,100,112,106,102
C=C(C)[C@@H]1CC[C@]2(C(=O)NCCCCCCN(CCCN)CCCN)CC[C@]3(C)[C@H](CC[C@@H]4[C@@]5(C)CC[C@H](O)C(C)(C)[C@@H]5CC[C@]43C)[C@@H]12,24[100 µM],88[100 µM],91[100 µM],102[100 µM],65[100 µM],77[100 µM],92[100 µM],71[100 µM],60[100 µM]
Clc1ccc(C(Cn2ccnc2)OCc2ccsc2Cl)c(Cl)c1 (configuration not stated),30,43,45,63,56,88,54,25,26
COc1cccc(/C=C/C(=O)c2sc(N)nc2C)c1OC,96,102,108,122,98,106,109,103,98
C=C1C(=O)O[C@H]2[C@H]1CC/C(CNC(=O)c1cc3cc(OC)ccc3[nH]1)=C\CC[C@@]1(C)O[C@@H]21,-71*,-78*,-72*,-74*,51,65,-90*,25,-81*
CCOC(=O)c1ccc(N=NC2C(=O)N(c3ccccc3)N=C2C)cc1 (configuration not stated),104,99,98,108,86,81,105,99,100
NC(=O)CSc1oc(-c2ccccc2)nc1S(=O)(=O)c1ccc(Br)cc1,50,91,94,107,9.7*,90,93,89,51
COc1cc(NCC(=O)Nc2cc(Nc3c(F)cccc3F)ncn2)c(Cl)c(OC)c1Cl,95,100,103,117,108,91,100,96,100
NC(N)=NS(=O)(=O)c1ccc(N=Nc2c(N)nn(-c3ccccc3)c2N)cc1,104,99,102,110,92,89,104,100,99
Cc1ccc(-c2[nH][nH]c(=O)c2-c2nc3ccccc3s2)cc1,104,99,94,106,79,105,100,103,100
O=C(Cn1nncc1CN1C(=O)CSC1=O)Nc1cccc(Cl)c1,111,102,100,112,92,110,98,106,100
O=C(CCCCCCCCC(=O)N1CCCCC1)N1CCCCC1,105,105,108,102,98,117,.,109,98
COc1ccc(-n2ncc3c4nc(OC)c(S(=O)(=O)c5ccccc5)cc4ccc32)cc1,70,78,90,97,7.0*,.,97,90,60
O=C(O)c1ccc(C(=O)O)cc1,100,98,98,99,92,108,101,109,99
Cc1c(Cc2ccccc2)c(=O)[nH]c(=O)n1C,107,104,123,101,98,112,102,110,91
COc1ccc(-c2nc(SC)[nH]c(=O)c2C#N)cc1,104,106,100,117,89,106,101,98,99

# Next section; it opens with the 6 that closed the last part.
SMILES,HT29,HCT-15,SW-620,COLO 205,SNB-75,NCI-H322M,HCC-2998,KM12,HCT-116
O=C(Cn1nncc1CN1C(=O)CSC1=O)Nc1cccc(Cl)c1,111,102,100,112,92,110,98,106,100
O=C(CCCCCCCCC(=O)N1CCCCC1)N1CCCCC1,105,105,108,102,98,117,.,109,98
COc1ccc(-n2ncc3c4nc(OC)c(S(=O)(=O)c5ccccc5)cc4ccc32)cc1,70,78,90,97,7.0*,.,97,90,60
O=C(O)c1ccc(C(=O)O)cc1,100,98,98,99,92,108,101,109,99
Cc1c(Cc2ccccc2)c(=O)[nH]c(=O)n1C,107,104,123,101,98,112,102,110,91
COc1ccc(-c2nc(SC)[nH]c(=O)c2C#N)cc1,104,106,100,117,89,106,101,98,99
Cc1cc(-c2ccc(N(C)C)cc2)c2sc(=O)[nH]c2n1,70,29,38,.,53,78,78,39,50
O=C(/C=C/C(Cl)(Cl)Cl)Nc1ccc(Cl)cc1,95,88,110,99,110,126,108,132,104
COc1cc(C)cc(-c2nn(CC(N)=O)cc2-c2ccnc(Oc3ccc[n+]([O-])c3)n2)c1,106,102,103,119,96,108,114,106,103
COc1cccc(/C=C2\N=C(C)N(CCc3ccc(S(N)(=O)=O)cc3)C2=O)c1,108,105,105,131,98,96,117,104,98
COc1ccc(CCNC(=O)CSc2nnc3n(Cc4ccccc4)c(=O)c4c(C)c(C(N)=O)sc4n23)cc1,94,100,109,108,81,103,92,90,92
CCN1CCN(c2cc(C)c3cc(NC(=O)c4ccc(OC)c(OC)c4)ccc3n2)CC1,13,30,17,12,67,51,82,26,26
O=C(Nc1ccc(-n2cc(-c3ccncc3)c(-c3ccc(Cl)c(O)c3)n2)cc1)N1CCOCC1,98,102,113,97,93,106,109,100,95
ClC(Cl)C1=NC(c2ccccc2)=N[C@H]2CCC[C@@H]2N1c1ccccc1,97,106,100,116,69,95,100,95,96
CCOC(=O)/C=C/COC(=O)[C@H](C)NC(=O)[C@@H]1CCCN1C(=O)CNC(=O)C(C)(C)C,101,103,107,126,.,103,115,108,100
Clc1ccc2c(NCCCn3ccnc3)c3oc4ccccc4c3nc2c1,19,14,22,32,48,41,41,30,14
COc1cc(/C=C/C(=O)Nc2ccccc2NC(=O)c2ccc(C(F)(F)F)cc2)cc(OC)c1OC,83,75,92,105,64,96,96,89,90
COc1cc(-c2csc(NC(=O)Nc3ccc(Cl)cc3Cl)n2)cc(OC)c1OC,11,23,29,36,4.1*,31,60,25,19
Cc1cc(O)c2c(c1)C1OC(=O)CCCCN1C1=C2C(=O)c2cccc(OC3CC(O)C(O)C(C)O3)c2C1=O (configuration not stated),97,96,122,99,115,103,94,106,71
CCCCCCCCCC1=NC(C)(C)CN1c1ccccc1,82,98,95,98,80,107,92,104,72
CCOC(=O)N1CC(C)N(CC(O)CN2CCOCC2)CC1C (configuration not stated),94&110,96&111,111&117,104&111,91&104,118&124,106&108,96&108,109&114

# 7 entries from above, reformatted.
structure | HT29 | HCT-15 | SW-620 | COLO 205 | SNB-75 | NCI-H322M | HCC-2998 | KM12 | HCT-116
CCOC(=O)/C=C/COC(=O)[C@H](C)NC(=O)[C@@H]1CCCN1C(=O)CNC(=O)C(C)(C)C | 101 | 103 | 107 | 126 | . | 103 | 115 | 108 | 100
Clc1ccc2c(NCCCn3ccnc3)c3oc4ccccc4c3nc2c1 | 19 | 14 | 22 | 32 | 48 | 41 | 41 | 30 | 14
COc1cc(/C=C/C(=O)Nc2ccccc2NC(=O)c2ccc(C(F)(F)F)cc2)cc(OC)c1OC | 83 | 75 | 92 | 105 | 64 | 96 | 96 | 89 | 90
COc1cc(-c2csc(NC(=O)Nc3ccc(Cl)cc3Cl)n2)cc(OC)c1OC | 11 | 23 | 29 | 36 | 4.1* | 31 | 60 | 25 | 19
Cc1cc(O)c2c(c1)C1OC(=O)CCCCN1C1=C2C(=O)c2cccc(OC3CC(O)C(O)C(C)O3)c2C1=O (configuration not stated) | 97 | 96 | 122 | 99 | 115 | 103 | 94 | 106 | 71
CCCCCCCCCC1=NC(C)(C)CN1c1ccccc1 | 82 | 98 | 95 | 98 | 80 | 107 | 92 | 104 | 72
CCOC(=O)N1CC(C)N(CC(O)CN2CCOCC2)CC1C (configuration not stated) | 94&110 | 96&111 | 111&117 | 104&111 | 91&104 | 118&124 | 106&108 | 96&108 | 109&114

# Following part
SMILES,HT29,HCT-15,SW-620,COLO 205,SNB-75,NCI-H322M,HCC-2998,KM12,HCT-116
CC(C)CC(CC(C)C)NCCO,89,99,107,99,84,115,96,108,93
O=c1cn[nH]c(=O)[nH]1,97,102,102,100,75,96,106,102,99
CCCCCCCSc1ccc(C(=O)CCN2CCCCC2)cc1,102,88,97,109,85,93,98,94,95
Oc1ccc(C(O)c2ccccc2O)cc1 (configuration not stated),91,105,105,103,106,103,104,99,101
c1ccc(Sc2ncccn2)nc1,101,102,95,116,73,111,101,106,99
C#CCOc1ccc(C(Nc2ccc(F)cc2)c2nnnn2C2CCCCC2)cc1OC (configuration not stated),96,96,104,127,108,87,103,96,96
O=C(Sc1ccccc1C(=S)S)c1cccnc1,94,112,99,106,108,112,99,101,100
CCOc1nc(Cl)nc2nc(Cl)[nH]c12,101,104,105,120,86,98,99,100,111
CCCCOC(=O)Cc1ccc(OC)cc1,104,97,101,111,85,113,105,102,104
O=S(=O)(NCCNc1nccc(-c2c(-c3ccccc3)nc3occn23)n1)c1ccc(C(F)(F)F)cc1,75,84,108,97,80,102,112,90,83
O=C(c1cc(NCc2cc(O)ccc2O)ccc1O)N1CCCCC1,99,106,111,125,103,105,113,101,94
Cc1cccc(C)c1NCc1nc(-c2ccccc2)n[nH]1,103,101,109,106,90,95,101,103,99
COc1cnc2c(c1)C(=O)c1c-2n(CCCCl)c(=O)c2ccncc12,50,75,36,20,56,78,76,68,40
COc1ccc(CC(=O)N2CCN(C(=O)Cc3ccc(OC)c(OC)c3)CC2)cc1OC,102,99,100,97,102,105,.,103,104
CCOC(=O)C(CC)(C(=O)OCC)C(C)C,103,110,103,109,92,110,106,106,114
CC(C)=CCC/C(C)=C/CCc1ccc2c(c1)C(=O)c1ccccc1C2=O,101,87,93,114,75,93,99,82,91
CCN(CCO)C1c2ccccc2-c2ccccc21,94,108,100,98,89,.,103,98,98
CC(C)(C)NC(=O)C(c1c[nH]c2ccccc12)N(Cc1ccccc1)C(=O)c1ccccc1C(=O)NCc1ccco1 (configuration not stated),99,84,102,99,69,90,105,99,76
CCCCN(CCCC)CCCOc1ccccc1Cc1ccccc1,28,46,62,42,89,76,46,45,33
CC(=O)C(Cc1ccccc1)C(=O)c1ccccc1 (configuration not stated),93,104,105,102,89,99,105,104,99
O=c1[nH]cc(NS(=O)(=O)O)c(=O)[nH]1,110,105,104,109,109,114,106,105,86
O=C(CSc1nnc(-c2ccc(Cl)cc2)o1)Nc1ccc(C(=O)/C=C/c2ccccc2)cc1,98,97,101,116,90,91,106,100,66
Cc1cccc(Cl)c1NC(=O)CCCl,119,105,103,108,96,96,114,98,115
C/C(=N\NC(=O)CSc1nc2ccccc2c(=O)n1CCc1ccc(S(N)(=O)=O)cc1)c1ccccc1Cl,91,85,99,105,87,86,115,90,70
Cc1nc(Cl)c([C@H](O)COS(N)(=O)=O)s1,101,99,88,122,109,102,98,103,104
O=c1ccn2nc3ccccc3c2[nH]1,96,92,114,124,85,98,.,112,103
O=C(Nc1nc(-c2ccc(Br)cc2)cs1)c1cc(-c2ccc(Br)cc2)nc2ccc(Cl)cc12,73,82,86,85,87,90,93,83,61
O=C1CC(c2nc3ccccc3s2)CN1C1CCCCC1 (configuration not stated),95,100,107,101,84,91,95,98,108
Clc1cc(Cl)c(OCCCCCCN2CCNCC2)c(Cl)c1,-34*,-32*,-44*,-71*,53,78,-34*,21,12
COc1ccc2nc3cc([N+](=O)[O-])ccc3c(NNc3ccccc3)c2c1,94,69,86,100,24,87,.,82,41
NCCCOc1cc2ccccc2cc1C(=O)NCCCOc1cc2ccccc2cc1C(=O)Nc1ccc(Cl)cc1O,-91*,-55*,-74*,-54*,-68*,-52*,-92*,-2.6*,-86*
CCSC(=O)NNc1nc2ccccc2s1,102,105,102,106,106,115,102,101,99
COc1ccc(/C=C2\C(=O)N=C3N2N=C(C)C(=O)N3c2ccccc2)cc1,91,119,104,114,101,99,107,103,100
Nc1c(C(=O)Nc2ccccc2)sc2nc3c(cc12)CCCCCC3,-9.1*,16,28,-17*,4.5*,29,13,16,2.4*
Fc1ccc(C2CC(c3cccc(Nc4ccncc4)c3)=NN2c2cc(Cl)cc(Cl)c2)cc1 (configuration not stated),-21*,-42*,-85*,-55*,72,73,19,-36*,99
CSc1nn(-c2ccccc2)c2ncnc(Nc3ccc(Cl)cc3)c12,85,98,95,103,79,86,102,.,106
O=C(N/N=C/c1ccc2c(c1)CCC2)c1cc2ccccc2cc1O,96,81,93,99,86,87,84,96,94
N#CC1=C(N)Oc2cc(O)ccc2C1c1cccs1 (configuration not stated),100,95,101,100,78,87,92,95,91
CCN(CC)CCCNc1nc(-c2ccc(Cl)cc2)nc2ccccc12,100,101,104,119,126,112,101,95,100
O=c1c2ccccc2[nH]c2cc(Cl)ccc12,88,90,106,94,97,100,96,85,88
O=C(O)c1cn(C2CC2)c2cc(N3CCN(C(=O)CSc4nnc(-c5ccc(Cl)cc5)o4)CC3)c(F)cc2c1=O,93,100,104,108,103,106,103,103,96
COC1OC(CNC(=O)N(C)N=O)C(O)C(O)C1O (configuration not stated),100,.,103,107,81,96,88,99,104
COc1ccc(/C=C2\C(=O)ON=C2C)cc1OC,102,93,104,113,91,101,99,103,97
NS(=O)(=O)c1ccc(CCN2C(=O)/C(=C\c3ccc(Cl)cc3)C=C2c2ccccc2)cc1,74,79,94,92,74,90,93,68,74
